# Screens: PubChem BioAssay, National Center for Advancing Translational Sciences (NCATS)
# USP2a block – inhibitors of human ubiquitin-specific protease USP2a; O75604; USP2 core, Ub-CHOP2 coupled fluorogenic reporter, 485/531; Potency, µM (highest dose often 38.3 µM), for the others: top-dose activity change, negative = inhibition, hits mostly inhibitors; 0.01% of 330,000 active; AID 463254;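 further: potency means the concentration at half of the fitted maximal effect; plate controls were DMSO wells for no effect and full inhibition by NEM control for full effect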
#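 USP2 core (10nM final) preincubated 30min RT with compound in 20mM Tris-HCl pH 8.0, 2mM CaCl2, 2mM beta-mercaptoethanol, 0.05% CHAPS; 25nM Ub-CHOP2 plus 25nM reporter substrate added, fluorescence (Ex485/Em531) read after 60min.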
# Tb PFK block – T. brucei PFK enzyme inhibition | 0.17% of 330,000 active | Potency, µM (top dose mostly 57.5 µM), for the others: top-dose activity, negative = inhibition, hits mostly inhibitors | O15648 | AID 485367 | T. brucei PFK, ADP-Glo luminescence;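 further: potency means the concentration at half of the fitted maximal effect; 0% = uninhibited 1x PFK enzyme wells and -100% = no-enzyme wells; nearly all actives have a fitted effect of over 60% in size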
#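 ADP-Glo luminescence quantified ADP after 45 min at room temperature, with 1.25 nM T. brucei PFK, 0.1 mM ATP and 0.5 mM fructose-6-phosphate in pH 8.0 TEA buffer. qHTS titrations up to 57 µM; curves classified by quality.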
# TCR activator – T cell receptor activation; Potency, µM (series often up to 9.22 µM), inactives show at the top dose activation of IL-2 secretion, most hits filed as activators; primary human leukocytes, anti-CD3, IL-2 HTRF, 48 h; 330,000 tested, under 10 active; AID 504894; further: % of control where 0% means no effect
#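 IL-2 release read by HTRF sandwich (Eu cryptate donor, d2 acceptor, 665 nm emission) after 48 hr exposure of primary human leukocytes to compound together with anti-CD3 beads in the absence of co-stimulatory signals.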
# Chronic BCR inh – chronic active BCR signaling inhibition | 0.05% of 340,000 active | Potency, µM (highest dose often 46.1 µM), for inactives: top-dose ratio change, negative = lower green/red ratio, actives largely listed as inhibitors | ABC-DLBCL IkBa-CBG/CBR reporter, luminescence ratio, 4 h; active means well fitted inhibition curve with a large enough effect in the signal ratio, with a control signal flat, not every such curve was filed as active; inconclusive means small, poorly fitted or top-dose-only effect, or effect the other way, or a change in a side signal; the % refers to the signal ratio;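 further: potency means the concentration at half of the fitted maximal effect; plate controls were basal doxycycline-induced cells for no effect and cells given 10 µM MG132 for full effect; MG132 reads +100%, hits lower the ratio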
#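 Concentration-response series (up to 46 uM) were applied to TMD8 dual-reporter cells for 4 h at 37C with doxycycline. Green/red ratio, after filter-overlap correction, defined %Activity; red signal alone was normalised to basal cells and zero luminescence.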
# B2AR arrestin – beta2AR (human) beta-arrestin recruitment activity; AID 492947; Potency, µM (doses to about 46.1 µM), without a hit: at the highest dose activation, hits mostly activators; beta-arrestin recruitment to beta2AR, cell-based reporter; 0.02% of 330,000 active;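 further: potency means the concentration at half of the fitted maximal effect; 0% = DMSO controls and full agonism = EC100 isoproterenol or metaproterenol; nearly all actives have a fitted effect of over 65% in size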
# uPA surface inh – cell surface uPA generation inhibition. cell surface uPA generation assay, qHTS. Potency, µM (series often up to 38.3 µM), for the others: at the highest dose activity change, negative = inhibition, usual class: inhibitors. 0.31% of 330,000 active. AID 540303; active means well fitted inhibition curve with a large enough effect; inconclusive means small, poorly fitted or top-dose-only effect; inactive means no such curve, though single readings can be large or run the other way; tested in mouse RAW 264.7 cells; further: potency means the concentration at half of the fitted maximal effect; on the % scale 0 is the no-effect control and ±100 the full control effect; nearly all actives have a fitted effect of over 55% in size
# TSG101-PTAP inh – blocks PTAP/TSG101 interaction to inhibit HIV-1 budding | Q99816 | 340,000 tested, under 10 active | Fluorescence polarization, FITC-PTAP peptide / Tsg101 binding | Potency, µM (highest dose often 115 µM), for inactives: at the top dose activity change, negative = inhibition, most hits filed as inhibitors; active means well fitted inhibition curve with a large enough effect in the main read-out, with a control signal flat, not every such curve was filed as active; inconclusive means small, poorly fitted or top-dose-only effect, or effect the other way, or a change in a side signal; inactive means no such curve, though single readings can be large or run the other way; further: potency means the concentration at half of the fitted maximal effect; % of control where 0% means no effect
# Target sequence (Q99816 whole entry, looked up): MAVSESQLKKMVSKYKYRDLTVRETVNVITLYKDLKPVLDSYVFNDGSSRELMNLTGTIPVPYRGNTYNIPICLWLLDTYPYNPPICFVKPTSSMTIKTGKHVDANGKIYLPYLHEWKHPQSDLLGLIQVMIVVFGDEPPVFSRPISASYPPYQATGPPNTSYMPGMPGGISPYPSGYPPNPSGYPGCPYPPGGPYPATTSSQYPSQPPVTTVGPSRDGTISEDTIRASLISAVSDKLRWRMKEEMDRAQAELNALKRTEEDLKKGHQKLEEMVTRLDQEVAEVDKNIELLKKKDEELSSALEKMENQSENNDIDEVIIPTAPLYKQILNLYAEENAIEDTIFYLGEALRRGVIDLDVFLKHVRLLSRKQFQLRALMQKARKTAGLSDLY
#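 Compounds were pin-transferred onto Tsg101 binding domain (10 uM final) in HEPES pH 7.5 buffer, then FITC-PTAP peptide was added at 50 nM final. After 20 min at RT, polarization reported peptide displacement across a qHTS concentration series.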
# Eya2 phos inh – inhibitors of human Eya2 phosphatase activity. Potency, µM (series often up to 76.9 µM), for the others: at the highest dose activity, negative = inhibition, actives largely listed as inhibitors. AID 488837. 0.006% of 330,000 active. O00167. recombinant Eya2, OMFP fluorescence dephosphorylation (OMFP is methylfluorescein phosphate); further: potency means the concentration at half of the fitted maximal effect; on the % scale 0 is the no-effect control and ±100 the full control effect
# Target sequence (O00167 whole entry, looked up): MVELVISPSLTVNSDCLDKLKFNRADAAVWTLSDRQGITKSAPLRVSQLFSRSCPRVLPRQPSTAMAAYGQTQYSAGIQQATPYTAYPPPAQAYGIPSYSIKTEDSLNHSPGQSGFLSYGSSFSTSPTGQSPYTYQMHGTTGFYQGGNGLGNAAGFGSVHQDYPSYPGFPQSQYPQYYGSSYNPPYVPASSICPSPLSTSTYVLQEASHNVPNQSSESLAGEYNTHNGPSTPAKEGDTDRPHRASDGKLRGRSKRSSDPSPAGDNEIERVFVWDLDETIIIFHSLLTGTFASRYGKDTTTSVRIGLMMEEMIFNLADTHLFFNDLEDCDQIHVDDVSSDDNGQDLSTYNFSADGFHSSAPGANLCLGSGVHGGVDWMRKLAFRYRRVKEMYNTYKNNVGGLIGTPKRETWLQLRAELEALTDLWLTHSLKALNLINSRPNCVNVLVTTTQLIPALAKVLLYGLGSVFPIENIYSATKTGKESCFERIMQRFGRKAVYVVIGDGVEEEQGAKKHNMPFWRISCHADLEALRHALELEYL
#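 Eya2 protein (added as 0.2 uM solution) was preincubated with compound for 10 min at ambient temperature in 50 mM HEPES pH 7.5, 50 mM NaCl, 5 uM MgCl2, 0.05% BSA, 1 mM DTT. OMFP (added at 50 uM) then reacted 10 min; fluorescence read at 485/525 nm.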
# TSHR antagonist – blocks TSH signaling through the human TSH receptor; TSHR-expressing cells, TSH-stimulated cAMP HTRF, 2 h; hits give low values; AID 504810; 0.2% of 330,000 active; activity change, negative = inhibition, % at 11.5 µM;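 active means activity change below a set negative limit, meaning inhibition stronger than a set level, cut at about -70% in these data; inconclusive means activity change between two set negative limits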; further: on the % scale 0 is the no-effect control and ±100 the full control effect
#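 Freshly harvested TSHR cells receive pin-tooled compound, then EC80 TSH at 4nM final. After 2 hours at 37 deg C, antibody in lysis buffer and cAMP-d2 are added; 30 minutes at ambient temperature precede the HTRF read.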
# ELG1 repair inh – inhibitors of ELG1-dependent DNA repair in HEK293T cells. Potency, µM (doses to about 46.1 µM), for inactives: at the top dose activity change, negative = inhibition, usual class: inhibitors. 2.3% of 330,000 active. AID 504467. HEK293T ELG1-luciferase reporter, luminescence, 16 h; DNA damage induced by 5-fluorouridine; further: potency means the concentration at half of the fitted maximal effect; on the % scale 0 is the no-effect control and ±100 the full control effect; nearly all actives have a fitted effect of over 55% in size
#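 Step one: seed 2,000 cells per well. Step two: pin-transfer compound or DMSO alongside 5-fluorouridine. Step three: incubate 16 hr, 37 °C, 5% CO2. Step four: add ONE-Glo, wait 30 min, read luminescence.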
# Mito fusion yeast – inhibitors of mitochondrial division or activators of mitochondrial fusion; Potency, µM (top dose mostly 46.1 µM), for the others: top-dose growth rescue (activation), actives largely listed as activators; S. cerevisiae fusion-defective mutant growth rescue, CellTiterGlo 48 h; 0.23% of 320,000 active; AID 485298;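 further: potency means the concentration at half of the fitted maximal effect; % of control where 0% means no effect; nearly all actives have a fitted effect of over 45% in size; temperature-sensitive fusion mutants such as fzo1-1 at 37 °C on non-fermentable ethanol glycerol medium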
#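 Luminescent cell viability in 1536-well qHTS format served as the measure of rescued growth in ts fusion-mutant S. cerevisiae cultured on non-fermentable YPEG for 48 hours at 37C.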
# Numbers without * were called inactive; ? = inconclusive; / = no result given; [ ] = remark or other dose. Unless noted, the call rests on the fitted dose curve; in most records, active means well fitted curve in the direction sought with a large enough effect; inconclusive means small, poorly fitted or top-dose-only effect, or another doubt; inactive means no such curve, though single readings can be large; an effect the other way counts as inactive or inconclusive.
SMILES,USP2a block,Tb PFK block,TCR activator,Chronic BCR inh,B2AR arrestin,uPA surface inh,TSG101-PTAP inh,Eya2 phos inh,TSHR antagonist,ELG1 repair inh,Mito fusion yeast
O=C(Nc1nnc(-c2ccc(Cl)cc2)o1)c1ccc(N2C(=O)CCC2=O)cc1,2%,0%,-3%[46.1 µM],?,-0.2%,7%,-12%,6%,-8,-3%,9%
Cc1cccc(-c2nc(CSCC(=O)N3CCN(c4ccccn4)CC3)c(C)o2)c1,-2%,-1%,0%,?,0.4%,-2%,-3%,-1%,-37,?,0%
CC1(C)CC(=O)c2cc(C(=O)Nn3cnnc3)c(=O)n(-c3ccccc3)c2C1,0%,2%,2%,-1%,0.1%,1%,-10%,9%,7,0%,-4%
O=S(=O)(NCC1CC1)c1ccc(F)c(Cl)c1,1%,0%,-10%,0%,0.3%,0%,-5%,5%,1,11%,9%
CN(C)Cc1nc2c(c(=O)[nH]1)C1(CCCCC1)Cc1ccccc1-2,3%,-1%,3%,2%,-0.2%,0%,-5%,-1%,2,-21%,-6%
CCOc1cc(/C=N/Nc2cc(C)nc(-n3nc(C)cc3C)n2)ccc1O,3%,-2%,3%,?,1.4%,?,-2%,-12%,-3,2.6µM*,1%
CN(C)CC(O)COc1ccc(-c2ccc(C#N)cc2)cc1 (configuration not stated),2%,-1%,/,?,-0.1%,/,/,6%,-3,0%,-14%
Cc1cccc(C)c1NC(=O)c1cc2c(=O)c3ccccc3oc2nc1C(F)(F)F,3%,0%,19%,?,-0.4%,/,-3%,13%,22,-8%,1%
Cc1cccc(N2CCN(Cc3nc(-c4ccc(F)cc4F)oc3C)CC2)n1,0%,0%,-8%,?,0.6%,1%,-5%,-3%,-8,-7%,-3%
Cc1nn(C)c(C)c1CN(C)C(=O)C1c2ccccc2Oc2ccccc21,8%,-2%,1%[46.1 µM],?,0.4%,1%,-14%,-3%,2,-2%,3%
COC(=O)c1ccc(-n2c(C)ccc2-c2ccccc2)cc1,2%,1%,-12%,0%,-0.3%,/,-2%,-2%,9,3%,-3%
COc1ccc(/C=C/C(=O)NC(=S)NCCc2ccc(OC)c(OC)c2)cc1,2%,6%,-6%,-12%,0.2%,3%,0%,4%,-26,-2%,-10%
COc1cc(C(=O)Nc2ccc([N+](=O)[O-])cn2)cc(OC)c1OC,0%,0%,-6%[46.1 µM],0%,0.4%,1%,-1%,5%,1,-8%,-2%
O=C(c1ccc(C(F)(F)F)cc1)C1CCCN(C(=O)Cn2cncn2)C1 (configuration not stated),0%,4%,4%,1%,-0.3%,-2%,-2%,-5%,13,0%,2%
CC(=O)C[C@H](O)CC(=O)[C@H]1OC(=O)CCCCCCc2ccccc21,-1%,0%,-3%,1%,-0.8%,-1%,-1%,2%,-13,2%,/
Cc1c(=O)n(OCc2ccccn2)c2ccccc2[n+]1[O-],6%,-14%,-4%,12%,0.4%,3%,-5%,9%,4,13%,5%
O=C(Cc1ccccc1[N+](=O)[O-])Nc1ccc(S(=O)(=O)N2CCCC2)cc1,-1%,5%,/,?,0.0%,/,/,5%,3,-4%,1%
CCCc1[nH]nc2c1C(c1cc(OC)cc(OC)c1)C(C#N)=C(N)O2 (configuration not stated),0%,-4%,-1%,-17%,0.1%,-3%,-7%,29%,-22,8%,-3%
O=C(CCCN1C(=O)c2ccccc2C1=O)N1CCCCC1,2%,-4%,?,4%,-0.7%,7%,-3%,-9%,-7,?,0%
CCCc1nc2sc3ccccc3c(=O)c2c(=O)n1CCOC,2%,4%,/,0%,0.2%,/,/,-5%,-10,3%,3%
COc1ccc(-c2cc3nc(C)cc(N)n3n2)cc1,2%,?,-9%,?,-0.3%,-11%,-2%,-5%,-11,?,-15%
Clc1ccc(CN2CC[C@H]3C=CCc4cccc(c43)C2)cc1,3%,-6%,-2%,-4%,-0.1%,-13%,1%,9%,0,-2%,11%
CC(C)CCN1CCN(CC#Cc2ccccc2)CC1CCO (configuration not stated),1%,0%,0%,-15%,-0.8%,14%,0%,11%,-2,6%,-3%
Cc1cccc(CNc2ncc(-c3cccc([N+](=O)[O-])c3)n2C)c1,3%,-13%,-4%,-29%,-0.6%,-16%,-4%,8%,-4,0%,4%
CCCNC(=O)COC(=O)c1ccccc1OCC(=O)Nc1ccc(Br)cc1,4%,3%,1%[46.1 µM],-3%,-0.7%,-4%,0%,3%,9,14%,0%

# Just TSHR antagonist, Tb PFK block and TCR activator, for some of the entries so far:
structure	TSHR antagonist	Tb PFK block	TCR activator
CC1(C)CC(=O)c2cc(C(=O)Nn3cnnc3)c(=O)n(-c3ccccc3)c2C1	7	2%	2%
O=S(=O)(NCC1CC1)c1ccc(F)c(Cl)c1	1	0%	-10%

# Next entries
SMILES,USP2a block,Tb PFK block,TCR activator,Chronic BCR inh,B2AR arrestin,uPA surface inh,TSG101-PTAP inh,Eya2 phos inh,TSHR antagonist,ELG1 repair inh,Mito fusion yeast
COc1ccc(C(C(=O)NCC2CCCO2)N(C(=O)Cn2nnc3ccccc32)c2ccc(NC(C)=O)cc2)c(OC)c1 (configuration not stated),2%,1%,-2%,-1%,-0.1%,4%,-3%,0%,0,5%,3%
O=[N+]([O-])c1ccc2nc(NS(=O)(=O)c3ccc(Cl)cc3)sc2c1,0%,2%,-3%,-14%,-0.4%,4%,-7%,1%,22,7%,15%
COc1ccc(C2/C=C\CN(S(=O)(=O)/C=C/c3ccccc3)[C@H](Cc3ccccc3)C(=O)N2Cc2ccc(F)cc2)cc1 (some centres not stated),3%,-2%,-9%,1%,-0.6%,-2%,0%,-3%,-5,13%,9%
Cc1ccc(C)c(NC(=O)C(=O)NCC2CCCN2S(=O)(=O)c2cccs2)c1 (configuration not stated),-2%,2%,2%,-8%,-0.3%,2%,2%,21%,-9,?,20%
O=C(CC1SC(N2CCCCC2)=NC1=O)Nc1cccc(C(=O)O)c1 (configuration not stated),2%,13%,-3%,2%,0.3%,-1%,-4%,-16%,18,?,-3%
Cc1ccc(CSCCNC(=O)c2ccc(Cl)c(S(=O)(=O)N3CCOCC3)c2)cc1,-2%,3%,4%,-2%,0.0%,-5%,-5%,-28%,-20,23µM*,0%
Cc1cc(NC(=O)CCC(=O)N(CC(=O)NCC2CCCO2)c2ccc(C)c(C)c2)no1 (configuration not stated),2%,3%,2%,1%,-0.3%,1%,-6%,-2%,-4,24%,0%
O=C(Nc1ccccc1N1CCCC1)c1ccccc1Cl,-4%,1%,-4%,-1%,-0.1%,0%,-4%,-1%,-10,7%,2%
Cc1ccc(N2NC3(CCN(C(N)=O)CC3)NC2=O)cc1,-5%,4%,-1%,1%,0.2%,1%,-2%,-1%,-6,-26%,-2%
NC(=O)c1c(NC(=O)COC(=O)c2ccc(S(=O)(=O)Nc3ccccc3)cc2)sc2c1CCCC2,2%,9%,0%,0%,0.1%,-2%,-1%,1%,-3,4%,-4%
Cc1ccc(NC(=O)C[n+]2cc(-c3ccc(C)cc3)n3c2CCC3)cc1,1%,-3%,-2%,-24%,0.6%,3%,-1%,-34%,-8,0%,2%
CCC1(CC)NC(=O)N(CC(=O)Nc2ccc(S(=O)(=O)N3CCOCC3)cc2)C1=O,3%,7%,-3%,0%,-0.6%,14%,-1%,-4%,-3,-2%,6%
COc1ccc(NC(=S)NC(=O)c2cc3ccccc3o2)c(OC)c1,6%,-6%,2%,-6%,-0.1%,4%,/,4%,-6,5%,-3%
COc1ccc(S(=O)(=O)N(C)C)cc1NS(=O)(=O)c1ccc(F)c(F)c1F,1%,0%,1%[46.1 µM],1%,-0.6%,-1%,-1%,4%,-9,-9%,3%
COc1ccc(CNc2nc(Cl)c(C#N)s2)cc1,-1%,12µM*,5%,2%,-0.4%,5%,-3%,9%,0,?,18%
CCC(CC)NC(=O)c1cc(OC)c(OC)c(OC)c1,1%,-3%,-2%,0%,-1.5%,0%,-5%,-2%,-12,9%,1%
COc1cc(C(=O)O/N=C2\C=CC(=O)C(C)=C2)cc(OC)c1OC,2%,-9%,1%,?,5.6%,10%,-2%,6%,7,-14%,-4%

# Not a hit list; any-hit rate near 3%.
